# Screens as filed in PubChem.
# PAFAH2 inh: inhibitors of human PAFAH2. Q99487. recombinant PAFAH2, FP-rhodamine activity probe, fluorescence polarization. inhibition, % at 3.39 µM. 340,000 compounds, 0.99% hits. AID 492956;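 active means inhibition above the mean over all tested compounds plus 3 SD, cut at about 30% in these data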;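 further: inhibitors block probe labeling of enzyme so polarization drops; 0% = enzyme with DMSO and 100% = wells lacking PAFAH2 protein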
# GSTO1 inh: GSTO1 inhibition, counter-screen for RBBP9 inhibitors; inhibition, % at 5.96 µM; recombinant GSTO1, activity-based probe fluorescence polarization; 300,000 compounds, 1.1% hits;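 active means inhibition above the campaign mean inhibition plus 3 SD, cut at about 35% in these data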;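 further: 0% = GSTO1-1 with DMSO and 100% = wells lacking GSTO1-1 enzyme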
# LYPLA1 counter: blocks human lysophospholipase 1, a PME1 counter-screen. O75608. recombinant LYPLA1, FP-Rh probe fluorescence polarization. inhibition, % at 5.9 µM. 320,000 compounds, 0.16% hits. AID 2174;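 active means inhibition above the mean of all tested compounds plus 3 SD, set per campaign, cut at about 14% in these data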;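 further: inhibitors block serine hydrolase probe labeling of LYPLA1 so polarization falls; 0% = enzyme with DMSO and 100% = wells lacking LYPLA1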
# Target sequence (O75608 whole entry, looked up): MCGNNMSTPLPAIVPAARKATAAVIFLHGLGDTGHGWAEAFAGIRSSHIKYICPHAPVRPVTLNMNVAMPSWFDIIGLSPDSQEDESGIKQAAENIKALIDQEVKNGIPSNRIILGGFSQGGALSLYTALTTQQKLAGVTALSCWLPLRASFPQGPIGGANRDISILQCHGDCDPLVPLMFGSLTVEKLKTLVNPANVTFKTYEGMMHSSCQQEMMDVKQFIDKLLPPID
# pPAFAH inh: pPAFAH (human) enzyme inhibition. Q13093. recombinant pPAFAH, FP-rhodamine probe fluorescence polarization. inhibition, % at 3.39 µM. 330,000 compounds, 1.5% hits. AID 463082;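 active means inhibition above the mean inhibition across the screen plus 3 SD, cut at about 25% in these data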;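 further: inhibitors block binding of the rhodamine activity-based probe so polarization drops; 0% = enzyme with DMSO and 100% = wells lacking pPAFAH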
# PME-1 primary: blocks human protein phosphatase methylesterase 1; 320,000 compounds, 0.53% hits; Q9Y570; recombinant PME-1, FP-Rh probe fluorescence polarization; AID 2130; inhibition, % at 5.9 µM;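 active means inhibition above the campaign mean of all compounds plus 3 SD, cut at about 26% in these data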;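 further: competitive labeling of PME-1 active site by serine hydrolase directed probe; 0% = PME-1 with DMSO and 100% = wells lacking PME-1 enzyme; inhibitors block probe labeling so polarization falls and inhibition rises; many of its hits are not listed in these tables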
# Target sequence (Q9Y570 whole entry, looked up): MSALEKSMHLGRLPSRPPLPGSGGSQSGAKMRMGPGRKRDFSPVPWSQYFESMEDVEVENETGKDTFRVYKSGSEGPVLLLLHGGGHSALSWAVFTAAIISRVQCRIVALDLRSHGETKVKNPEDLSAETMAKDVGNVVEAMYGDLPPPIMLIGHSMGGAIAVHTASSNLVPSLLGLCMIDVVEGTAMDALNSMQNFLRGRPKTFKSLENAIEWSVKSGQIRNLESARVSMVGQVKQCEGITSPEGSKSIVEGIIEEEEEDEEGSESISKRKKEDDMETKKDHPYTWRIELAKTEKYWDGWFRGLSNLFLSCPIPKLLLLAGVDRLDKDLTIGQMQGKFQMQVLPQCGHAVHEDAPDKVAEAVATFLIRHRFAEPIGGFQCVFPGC
# PAFAH1B2 FP inh: PAFAH1B2 (human) inhibition | inhibition, % at 3.39 µM | 340,000 compounds, 1.2% hits | AID 492953 | recombinant PAFAH1B2, FP-rhodamine activity probe, fluorescence polarization;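 active means inhibition above the mean of all tested compounds plus 3 SD, cut at about 24% in these data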;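 further: 0% = enzyme with DMSO and 100% = wells lacking PAFAH1B2; many of its hits are not listed in these tables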
# LYPLA2 counter: blocks human lysophospholipase 2, a PME1 counter-screen. recombinant LYPLA2, FP-Rh probe fluorescence polarization. inhibition, % at 5.9 µM. AID 2177. 320,000 compounds, 0.38% hits. O95372;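 active means inhibition above the screen-wide mean plus 3 SD, limit set per campaign, cut at about 26% in these data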;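 further: 0% = LYPLA2 with DMSO and 100% = wells lacking LYPLA2 enzyme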
# PAFAH1B3 FP inh: blocks human PAF acetylhydrolase 1B catalytic subunit 3; Q15102; recombinant PAFAH1B3, FP-rhodamine probe, fluorescence polarization; inhibition, % at 3.39 µM; 340,000 compounds, 0.28% hits;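 active means inhibition above the screen-wide average of all tested compounds plus 3 SD, cut at about 25% in these data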;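 further: 0% = enzyme with DMSO only and 100% = wells lacking PAFAH1B3 protein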
# Target sequence (Q15102 whole entry, looked up): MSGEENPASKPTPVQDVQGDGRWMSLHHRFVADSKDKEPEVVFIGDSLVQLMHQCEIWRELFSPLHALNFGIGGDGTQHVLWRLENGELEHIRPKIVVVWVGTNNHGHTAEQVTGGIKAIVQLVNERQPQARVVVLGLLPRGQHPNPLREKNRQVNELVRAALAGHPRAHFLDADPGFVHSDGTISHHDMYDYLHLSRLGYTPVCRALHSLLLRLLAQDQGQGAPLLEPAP
# PAD4 inh: inhibitors of human PAD4 | 330,000 compounds, 0.41% hits | recombinant PAD4, RCA probe fluorescence polarization | AID 485272 | inhibition, % at 6.36 µM | Q9UM07;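 active means percent inhibition above a cutoff equal to the mean of all tested compounds plus 3 SD, cut at about 15% in these data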;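 further: 0% = PAD4 with RCA probe and DMSO and 100% = probe without PAD4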
# The depositor's hits bear a star; . = not tested or not shown.
molecule	PAFAH2 inh	GSTO1 inh	LYPLA1 counter	pPAFAH inh	PME-1 primary	PAFAH1B2 FP inh	LYPLA2 counter	PAFAH1B3 FP inh	PAD4 inh
CCOC(=O)C1CCN(C2=NC(=O)/C(=C/c3ccc(Cl)cc3)S2)CC1	2	4	4	5	4	4	31*	-2	6
COc1ccc(CNC(=O)COC(=O)CCOc2ccccc2)cc1	-8	1	1	13	5	-1	7	-6	2
COc1ccc(CCn2c(SCC(=O)Nc3cc(C)on3)nc3ccsc3c2=O)cc1OC	-3	10	-5	-1	4	-1	0	-1	0
O=C1Nc2ccc(Cl)cc2/C1=C/C1CC=CCC1 (stereo not given)	0	6	8	14	-1	7	12	9	11
Cc1onc(-c2ccccc2Cl)c1C(=O)OCC(=O)N1CCCc2ccccc21	-2	-2	5	7	6	8	-3	11	-1
COc1ccc(C(=O)NCCCOc2cccc(NC(C)=O)c2)cc1	3	3	0	4	4	0	9	5	1
O=C(Nc1cccnc1)c1ccccc1NS(=O)(=O)c1ccc(F)cc1	6	-14	1	9	8	5	0	1	0
COc1cc(-c2nnc(COc3ccc4ccccc4c3)o2)cc(OC)c1OC	2	-11	-4	4	-4	4	-5	-2	-1
O=C(O)c1nn(CC(=O)N2CCN(c3ccccc3)CC2)c(=O)c2ccccc12	-2	1	-2	4	-6	-1	3	6	-2
C=CCNC(=O)c1nn2cccnc2c1Cl	-3	-3	-3	-1	1	-3	-7	3	2
CCC(CCC(=O)Nc1cccc(C(=O)O)c1)C(=O)O (stereo not given)	5	-1	-2	3	-8	-2	1	6	2
O=C(NCCCCc1ccccc1)c1ccc(Br)cc1	-4	-1	-1	-6	1	-2	0	2	1
Cc1ccc(NC(=O)Nc2cnccn2)cc1C	0	1	0	-1	0	1	1	8	-4
CC(C)N(CCNC(=O)c1cn(C)c2ccc(S(=O)(=O)N(C)C)cc2c1=O)Cc1ccccc1	-7	14	0	-5	-7	-5	-3	9	5
O=C1Nc2cccnc2N(C(=O)CCl)c2ccccc21	-1	26	5	-1	3	6	-2	-1	1
COc1ccc(NC(=O)c2nc3nccc(C)n3n2)cn1	8	1	0	1	4	-2	6	-3	2
CCn1c(-c2ccc(C)cc2)nn(CC(=O)NCCc2ccccc2)c1=S	4	-4	-1	1	8	6	-1	-2	-3
O=Cc1c(NCCN2CCOCC2)c2ccccc2[nH]c1=O	4	1	3	-1	4	5	4	2	-4
CC(N=C1NC(C)(C)Cc2ccccc21)C(=O)O (stereo not given)	0	5	1	-2	-2	8	3	1	-1
COCC(=O)N(Cc1cc2ccc(C)c(C)c2n2nnnc12)C1CCCC1	10	6	0	-3	3	2	6	9	-5
COc1ccc(C(C)=O)cc1CSc1nc(C)cc(C)n1	6	-3	0	-1	-1	-1	4	8	-4
N#CC1=C(N)Oc2n[nH]c(CSc3ccccc3)c2C12C(=O)Nc1ccccc12 (stereo not given)	-1	5	-3	5	-4	3	-4	3	-3
NC(=O)C1CCN(C(=O)C2CC(=O)N(c3ccc(F)cc3)C2)CC1 (stereo not given)	-5	4	1	2	7	2	6	7	-4
O=C(Nc1ccc(F)cc1)C1=CC(=O)N2CCN=C2S1	.	4	-1	7	-1	.	-5	.	5
COc1ccc(-c2nc(CS(=O)(=O)CC(=O)NCc3cccc(OC)c3OC)c(C)o2)cc1	-5	-1	3	13	-4	2	9	6	5
CC(=O)/C(N=Nc1ccc(OC(F)(F)F)cc1)=C(\C)O	0	7	2	2	-3	-3	8	1	2
CCNS(=O)(=O)c1ccc2c(c1)NCC2	4	1	-3	-3	-6	5	-5	-2	2
CN(C)c1ccc(/C(=N\O)C(F)(F)F)cc1	4	0	0	-3	6	-1	0	8	0
CC(=O)c1ccc(Oc2cc(C)nc(-n3nc(C)cc3C)n2)cc1	-4	-3	-1	1	-5	2	-3	0	-2
COc1ccc(OCC(=O)OCCNC(=O)c2cccnc2)cc1	11	-2	1	4	3	3	-4	16	-1
O=C(COc1ccc(Cl)cc1)Nc1ccc2c(c1)nc1n2CCOC1	4	1	0	7	-9	4	2	-1	3
O=C(c1ccc(N2CCOCC2)cc1)c1cccs1	8	-5	6	1	7	4	13	13	0
COc1ccc(-c2csc(NC(=S)NC(=O)/C=C/c3ccco3)n2)cc1OC	-9	0	0	9	-1	-4	1	-2	0
O=C1C2C3C=CC(C3)C2C(=O)N1c1ccc2c(c1)CCC2 (stereo not given)	4	8	4	8	1	5	11	2	1
Cn1c(SCC(=O)Nc2sccc2C#N)nnc1C1CC1	9	.	.	12	.	6	.	14	4
CCOc1ccc(S(=O)(=O)N2CCC(C(=O)NCCc3ccccc3)CC2)cc1	3	0	-2	-1	1	5	-2	-2	-5
CC(=O)Oc1ccc(-c2cccc(C(=O)OCC(=O)N(C)c3ccccc3)c2)cc1	23	-4	-7	10	3	4	-9	-4	2
Cc1noc(C)c1S(=O)(=O)NCCN1CCN(c2ccccc2)CC1	-1	2	4	3	2	-1	3	1	6
CCCN(CC(=O)Nc1ccccc1C)C(=O)c1ccc(-c2ccccc2)cc1	6	0	-2	11	6	-2	-2	-7	4
CS(=O)(=O)N1CCN(c2ccc([N+](=O)[O-])cc2C(F)(F)F)CC1	7	-1	0	0	-5	4	3	2	-1
CC(=O)[C@H]1[C@H](CCc2ccccc2)NC(=O)N(Cc2ccccc2)[C@@H]1C	-4	1	-4	6	4	4	-1	-4	4
O=C(Nc1cccc(F)c1)C1CCCN1C(=O)OCc1ccccc1 (stereo not given)	-7	4	4	-2	11	4	10	2	-4
COc1ccccc1CO/N=C/c1cccn1-c1nccc(N(C)C)c1C#N	7	-31	-5	3	4	-2	-4	-9	-4
O=C(NC(Cc1c[nH]c2ccccc12)C(=O)Nc1ccc(F)cc1)c1cccs1 (stereo not given)	1	5	-4	7	4	6	-9	3	-5
C=CCn1c(SCC(=O)NCc2ccco2)nnc1-c1ccc2ccccc2n1	2	-1	0	10	4	4	3	0	2
Cc1csc(=Nc2ccccc2)n1Cc1ccco1	-2	4	0	8	-10	0	1	7	-4
COCC1CCN(Cc2nc(-c3ccc4c(c3)OCO4)no2)C1 (stereo not given)	-9	4	-1	4	0	3	5	4	-3
COc1ccc(C(NC(C)=O)c2cc(Cl)c3cccnc3c2O)cc1OC (stereo not given)	4	-15	0	9	-3	10	14	10	-1
CCOc1cccc2sc(NC(=O)CCS(=O)(=O)c3ccccc3)nc12	0	-15	-3	-2	9	0	-1	-6	-1
C/C(=N\OC(=O)NC1CCCCC1)c1sc(-c2ccccc2)nc1C	9	2	-4	3	-5	3	-2	0	0
CC(=O)OCCNC(=O)c1cc2ccccc2oc1=O	-4	2	2	0	-4	1	-3	-1	-6
O=C(O)c1cccc(NS(=O)(=O)c2ccc(-c3ccc(S(=O)(=O)Nc4cccc(C(=O)O)c4)cc3)cc2)c1	-4	4	-6	-2	0	-1	-5	-2	-2
COc1ccc(CNC(=O)Nc2ccc(C)cc2C)cc1	-3	17	1	4	1	-2	-3	-3	-4
O=C(Nc1cccc(-c2csc(Nc3ccccc3)n2)c1)c1ccccc1	-21	-7	-15	4	4	1	-13	18	-2
CCCOc1ccccc1/C=N/Nc1ccnc(=O)[nH]1	1	-7	-2	5	3	4	-5	-3	0
Cc1cccc(NC(=O)c2ccc(Cl)nc2)n1	4	1	2	-4	1	-1	-4	5	-5
CCC1(C)Cc2c(sc3c2c(=O)n(C)c2nnc(SCc4ccc5c(c4)OCO5)n32)CO1 (stereo not given)	4	3	4	3	1	-3	3	-1	-1
NC1=NC2=C(CCCC2)C2(CCCCC2)S1	5	2	3	-4	-5	11	2	4	-3
CC1c2cccn2CCN1S(=O)(=O)c1ccccc1 (stereo not given)	10	.	7	7	7	7	3	10	-2
O=[N+]([O-])c1ccccc1-c1ccc(/C=N/n2cnnc2)o1	3	12	1	10	4	0	1	-2	-4

# (further entries)
molecule	PAFAH2 inh	GSTO1 inh	LYPLA1 counter	pPAFAH inh	PME-1 primary	PAFAH1B2 FP inh	LYPLA2 counter	PAFAH1B3 FP inh	PAD4 inh
CC(=O)C(C)n1cnc2scc(-c3ccc(C)cc3)c2c1=O (stereo not given)	-6	4	2	2	-2	3	6	12	-5
O=S(=O)(N1CCCCC1)n1nnc2ccccc21	0	12	4	3	1	0	1	-4	-1
CCOC(=O)/C(=N/Nc1ccc(C)cc1)S(=O)(=O)c1ccc(Cl)cc1	-2	2	-2	8	4	3	-3	4	-3
CC1(c2ccc3ccccc3c2)NC(=O)N(CC(=O)N2CCN(c3ccccc3O)CC2)C1=O (stereo not given)	-31	0	0	12	2	1	4	3	1
O=C(CCc1nc2ccccc2c(=O)[nH]1)Nc1cccc(S(=O)(=O)N2CCOCC2)c1	3	4	-1	1	7	1	1	5	-2
CCOC(=O)C1=NNC(C(=O)c2ccc(C)cc2)C1c1ccc(C)cc1 (stereo not given)	-2	-9	2	9	2	3	12	-1	1
COc1cc(/C(C)=N/N2CCOCC2)cc(OC)c1OC	7	6	4	7	1	-1	6	4	0
Cc1ccc(CNC(=O)C2CCCN(C(=O)Nc3ccc(F)cc3)C2)cc1 (stereo not given)	0	0	-1	0	-1	5	-7	6	3
CC(C)c1ccc(NC(=O)COC(=O)COc2ccccc2)cc1	-4	-2	4	9	-2	1	3	3	-4
O=C1CC(c2c[nH]c3ccccc23)C(=O)N1 (stereo not given)	3	4	1	4	2	1	8	1	-2
Cc1cc(-c2n[nH]c(=S)n2/N=C/c2cccs2)n[nH]1	2	10	-1	3	1	2	2	6	-2
CCOC(=O)CSc1ccc(S(=O)(=O)N2CCCCC2)cc1[N+](=O)[O-]	9	10	2	8	9	12	3	0	-2
CC(=O)c1ccc(NC(=O)c2noc3c2CCC3)cc1	8	9	-1	7	-1	1	10	5	1
Cc1ccc(C(=O)Nc2cccnc2)cc1S(=O)(=O)N1CCCCCC1	-3	0	-1	1	-8	-2	-7	1	4
CCOc1ccc(C(=O)NNC(=O)C2CC(=O)N(c3ccc(C)cc3)C2)cc1 (stereo not given)	2	2	4	0	7	0	0	9	-3
C/C(=C/c1ccccc1)C(=O)N1CCN(c2ccccc2)CC1	-7	7	1	1	-1	-1	2	19	3
COC(=O)c1cccc(NC(=O)CCSc2ccc(Cl)cc2)c1C	2	6	1	1	-2	18	3	2	-1
O=C(NCC(c1ccc(F)cc1)N1CCOCC1)c1cccnc1Sc1ccccc1 (stereo not given)	-1	0	3	5	-5	2	3	8	9
Cc1cc(C)nc(NS(=O)(=O)c2ccc(NC(=O)C(C)C)cc2)n1	8	1	0	-9	6	6	-6	4	0
Cc1cccc(NC(=O)c2ccc(OCC3CCCO3)cc2)c1C (stereo not given)	2	7	0	1	-4	-5	2	-2	-1
Cc1cccc(C)c1OCc1nc2ccccc2c(=O)n1/N=C/c1ccc(OCC(=O)O)cc1	-4	1	-1	-4	-1	5	-6	3	0

# This is a subset (hit frequency here may not be typical).
